Menin-MLL TR inh: displaces Texas Red mutant MLL peptide from human menin | 270,000 compounds, 0.23% hits | Menin + Texas Red MLL mutant peptide, fluorescence polarization | Potency, µM (series often up to 61.6 µM), without a hit: top-dose FP activity change, negative = inhibition, actives largely listed as inhibitors; active means well fitted inhibition curve with a large enough effect in the polarisation, with a control signal flat, not every such curve was filed as active; inconclusive means small, poorly fitted or top-dose-only effect, or effect the other way, or a change in a side signal; inactive means no such curve, though single readings can be large or run the other way; the % refers to the polarisation; further: potency means the concentration at half of the fitted maximal effect; % of control where 0% means no effect; many of its hits are not listed in these tables
A-T KAP1 phos: potential ataxia-telangiectasia treatments restoring KAP-1 phosphorylation; […] A-T fibroblasts, KAP-1 phosphorylation AlphaLISA; neocarzinostatin DNA damage 30 min before lysis; AID 485349; 320,000 compounds, 0.19% hits; Potency, µM (top dose mostly 57.5 µM), for inactives: top-dose activation, usual class: activators; further: potency means the concentration at half of the fitted maximal effect; % of control where 0% means no effect; nearly all actives have a fitted effect of over 45% in size
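hTERT-immortalized A-T patient fibroblasts ([…]), 500 cells/well in OPTI-MEM, 1% FBS, got compounds for 60 min, then NCS for 30 min at 37C. Lysates were then assayed for phospho-KAP-1 by AlphaLISA (anti-pKAP1 donor, anti-KAP1 acceptor beads), 6 hr at 25C.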
S-ASM inh: blocks human secretory acid sphingomyelinase; placental ASM, HMU-PC fluorogenic substrate, 60 min; P17405; Potency, µM (highest dose often 57.5 µM), inactives show at the top dose activity change, negative = inhibition, actives largely listed as inhibitors; AID 504937; 340,000 compounds, 0.006% hits; further: potency means the concentration at half of the fitted maximal effect
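qHTS format. ASM enzyme prepared from human placenta hydrolyses the fluorogenic substrate HMU-PC0 (9 uM final) over 60 min at 37 °C after a 10 min compound preincubation.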
Mito fusion act: blocks mitochondrial division or promotes mitochondrial fusion; 320,000 compounds, 0.23% hits; Potency, µM (top dose mostly 46.1 µM), without a hit: at the highest dose growth rescue (activation), hits mostly activators; S. cerevisiae fusion-defective mutant growth rescue, CellTiterGlo 48 h; AID 485298;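 further: potency means the concentration at half of the fitted maximal effect; % of control where 0% means no effect; nearly all actives have a fitted effect of over 45% in size; temperature-sensitive fusion mutants such as fzo1-1 at 37 °C on non-fermentable ethanol glycerol medium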
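S. cerevisiae fusion-defective temperature-sensitive mutants (e.g. fzo1-1, mgm1-5) grown 48 h at 37C in YPEG (ethanol/glycerol non-fermentable) medium with 23 nl compound per well; growth rescue read as CellTiterGlo luminescence.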
a7 integrin act: integrin-mediated muscular dystrophy alleviation activation. Potency, µM (highest dose often 38.3 µM), without a hit: top-dose activation, most hits filed as activators. 350,000 compounds, 0.064% hits. alpha7betagal myoblasts, beta-gal FDG fluorescence, 48 h;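 further: potency means the concentration at half of the fitted maximal effect; 100% = response of the positive control SU9516; nearly all actives have a fitted effect of over 60% in size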
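Alpha7betagal+/- myoblasts (passage 13) were plated 16-24 hr, then exposed to compounds (1:260 dilution of DMSO stock) for 48 hours at 37C. After MPER lysis, β-galactosidase reporter activity was read as FDG fluorescence (ex 480/em 540) after 30 minutes.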
MBNL1-CUG inh: blocks human MBNL1 binding to CUG repeat RNA | AID 2675 | 280,000 compounds, 0.036% hits | TR-FRET MBNL1-His/biotin-(CUG)12 binding, 665/545 ratio | Potency, µM (series often up to 57.5 µM), inactives show at the top dose activity change, negative = inhibition, most hits filed as inhibitors; active means well fitted inhibition curve with a large enough effect in the signal ratio, with a control signal flat, not every such curve was filed as active; inconclusive means small, poorly fitted or top-dose-only effect, or effect the other way, or a change in a side signal; inactive means no such curve, though single readings can be large or run the other way; the % refers to the signal ratio; further: potency means the concentration at half of the fitted maximal effect; on the % scale 0 is the no-effect control and ±100 the full control effect
Target sequence (Q9NR56 whole entry, looked up): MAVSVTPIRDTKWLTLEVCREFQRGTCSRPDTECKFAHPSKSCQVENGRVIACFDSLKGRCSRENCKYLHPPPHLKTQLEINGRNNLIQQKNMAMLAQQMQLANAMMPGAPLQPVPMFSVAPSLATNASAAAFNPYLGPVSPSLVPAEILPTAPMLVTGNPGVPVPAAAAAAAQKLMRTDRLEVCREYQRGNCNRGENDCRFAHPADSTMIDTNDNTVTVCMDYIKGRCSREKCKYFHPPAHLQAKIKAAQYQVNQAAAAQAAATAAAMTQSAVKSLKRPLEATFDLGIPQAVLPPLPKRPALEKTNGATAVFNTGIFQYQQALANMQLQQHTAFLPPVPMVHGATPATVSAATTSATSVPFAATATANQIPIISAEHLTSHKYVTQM
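Compounds (final 92 nM to 58 uM) are added to His-tagged MBNL1 and biotin-(CUG)12, then terbium anti-His antibody and streptavidin-XL665 (5 nM final). After 60 min at room temperature, the 665/545 nm ratio is read.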
TCR activator: T cell receptor activation. primary human leukocytes, anti-CD3, IL-2 HTRF, 48 h. Potency, µM (highest dose often 9.22 µM), inactives show at the highest dose activation of IL-2 secretion, usual class: activators. 330,000 tested, under 10 active; further: % of control where 0% means no effect
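Compounds are tested in HTS on primary human leukocytes co-incubated with a-CD3 beads for 48 hr. IL-2 output is measured by time-resolved FRET.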
MLL CXXC-DNA inh: inhibitors of human MLL CXXC domain-DNA interaction; MLL-CXXC / FITC-HOXA9 DNA fluorescence polarization; 290,000 compounds, 0.037% hits; Potency, µM (highest dose often 115 µM), without a hit: at the top dose activity change, negative = inhibition, hits mostly inhibitors; Q03164; active means well fitted inhibition curve with a large enough effect in the polarisation, with a control signal flat, not every such curve was filed as active; inconclusive means small, poorly fitted or top-dose-only effect, or effect the other way, or a change in a side signal; inactive means no such curve, though single readings can be large or run the other way; the % refers to the polarisation; further: potency means the concentration at half of the fitted maximal effect
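Fluorescence polarization: 7 uM MLL-CXXC (stock) preincubated 5 min with compounds, then 50 nM fluorescein-HOX-A9 DNA (stock) added; 30 min ambient. Buffer 50 mM Tris-HCl pH 7.5, 50 mM NaCl, 1 mM DTT, 0.05% BSA.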
TSHR antagonist: human thyrotropin receptor antagonism. P16473. AID 504810. 330,000 compounds, 0.2% hits. activity change, negative = inhibition, % at 11.5 µM. TSHR-expressing cells, TSH-stimulated cAMP HTRF, 2 h; active compounds read low;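 active means activity change below a set negative limit, meaning inhibition stronger than a set level, cut at about -70% in these data; inconclusive means activity change between two set negative limits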; further: on the % scale 0 is the no-effect control and ±100 the full control effect
Target sequence (P16473 whole entry, looked up): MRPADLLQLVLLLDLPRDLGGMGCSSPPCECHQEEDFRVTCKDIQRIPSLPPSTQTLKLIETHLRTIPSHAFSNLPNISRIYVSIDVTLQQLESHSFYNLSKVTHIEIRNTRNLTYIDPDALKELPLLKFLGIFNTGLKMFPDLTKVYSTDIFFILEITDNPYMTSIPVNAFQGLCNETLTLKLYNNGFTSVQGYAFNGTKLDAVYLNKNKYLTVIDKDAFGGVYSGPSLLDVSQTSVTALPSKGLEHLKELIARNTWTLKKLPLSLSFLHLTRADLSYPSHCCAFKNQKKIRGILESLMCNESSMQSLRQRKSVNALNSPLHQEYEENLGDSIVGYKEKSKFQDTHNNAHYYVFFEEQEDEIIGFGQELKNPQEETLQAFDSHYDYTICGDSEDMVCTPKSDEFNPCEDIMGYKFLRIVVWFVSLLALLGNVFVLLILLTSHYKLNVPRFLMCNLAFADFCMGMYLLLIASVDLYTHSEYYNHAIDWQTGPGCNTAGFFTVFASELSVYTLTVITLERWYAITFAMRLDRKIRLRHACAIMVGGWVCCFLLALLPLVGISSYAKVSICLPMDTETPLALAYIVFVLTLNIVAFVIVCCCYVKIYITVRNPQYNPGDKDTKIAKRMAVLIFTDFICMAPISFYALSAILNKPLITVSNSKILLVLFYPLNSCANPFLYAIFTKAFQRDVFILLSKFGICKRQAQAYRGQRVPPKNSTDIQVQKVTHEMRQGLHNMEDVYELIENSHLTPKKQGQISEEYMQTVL
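Inhibition of cAMP made by TSHR-expressing cells under TSH stimulation (4nM final, EC80; 2 h, 37 deg C) is quantified with a one-step lysis HTRF kit, anti-cAMP cryptate versus cAMP-d2.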
TSG101-PTAP inh: blocks PTAP/TSG101 interaction to inhibit HIV-1 budding. Q99816. Fluorescence polarization, FITC-PTAP peptide / Tsg101 binding. Potency, µM (titrated, usually from 115 µM), for the others: at the top dose activity change, negative = inhibition, actives largely listed as inhibitors. 340,000 tested, under 10 active; active means well fitted inhibition curve with a large enough effect in the main read-out, with a control signal flat, not every such curve was filed as active; inconclusive means small, poorly fitted or top-dose-only effect, or effect the other way, or a change in a side signal; inactive means no such curve, though single readings can be large or run the other way; further: potency means the concentration at half of the fitted maximal effect; % of control where 0% means no effect
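Fluorescence anisotropy tracks displacement of a FITC-tagged PTAP peptide (50 nM) from the Tsg101 binding domain (10 uM), following a 20 min room-temperature incubation at pH 7.5.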
* = called active by the depositor; ? = inconclusive; . = not tested or not shown; [ ] = another dose, or the depositor's remark. Unless noted, the call rests on the fitted dose curve; in most records, active means well fitted curve in the direction sought with a large enough effect; inconclusive means small, poorly fitted or top-dose-only effect, or another doubt; inactive means no such curve, though single readings can be large; an effect the other way counts as inactive or inconclusive. An excerpt; the hit share may differ from the screen's.

Order of results – Menin-MLL TR inh	A-T KAP1 phos	S-ASM inh	Mito fusion act	a7 integrin act	MBNL1-CUG inh	TCR activator	MLL CXXC-DNA inh	TSHR antagonist	TSG101-PTAP inh
(1) C/C(CC(=O)Nc1cc(C)ccn1)=N\NC(=O)c1ccc(C)cc1
→ 1%	7%	4%	7%	20%	-4%	3%	14%	0	-4%
(2) CC(C)COC(=O)Nc1ccccc1C(=O)N1CCOCC1
→ 1%	0%	2%	-2%	10%	-4%	5%	3%	4	-1%
(3) COc1ccc2cc(C#N)c(N3CCN(C(=O)c4ccccc4C)CC3)nc2c1
→ -17%	12%	122%[activator]	?	25%	1%	4%	0%	9	-3%
(4) CCOC(=O)C(CC)(CC)C(=O)/C=C/c1cccc(Br)c1
→ .	.	-9%	.	-48%[inhibitor]	.	-8%	.	.	-1%
(5) Cc1cc(C)nc(SCCCNCc2ccccc2)n1
→ -6%	-2%	2%	-9%	-25%	8%	-2%	26%	18	-5%
(6) O=C(N/C=C/c1ccc(Cl)cc1)NCc1ccc(Cl)cc1
→ 18%	-1%	-1%	1%	-18%	-4%	-1%	0%	-16	0%
(7) COc1ccc(O)c(C(=O)c2cc(C#N)c(=O)n(-c3c(C)n(C)n(-c4ccccc4)c3=O)c2)c1
→ 9%	-3%	-1%	-4%	-1%	11%	-6%	52%[activator]	40	3%
(8) CCOC(=O)N1CCC(NS(=O)(=O)c2cc(Br)cnc2N)CC1
→ -8%	-9%	0%	3%	-3%	6%	5%	0%	2	-9%
(9) C=CC[C@]12C[C@@H](OC)C(=O)C=C1O[C@@H](c1ccc(OC)c(OC)c1)[C@H]2C
→ .	.	0%	.	6%	.	-11%	.	.	0%
(10) COCCCN1C(=O)N(c2ccccc2)C(=O)C1CC(=O)Nc1ccc(F)cc1 (stereo not drawn)
→ 26%	1%	-1%	-2%	-8%	-4%	6%	4%	-6	-3%
(11) N#Cc1cccnc1Nc1cccc(Cl)c1
→ 3%	7%	1%	1%	-3%	?	-9%[46.1 µM]	12%	-1	1%
(12) COc1cccc(NC(=O)NCCN2CCCCC2)c1
→ 4%	3%	5%	-2%	36%	5%	-6%	8%	-12	0%
(13) CC(C)Cn1cnc2sc3c(c2c1=N)CCCC3
→ -8%	-2%	-1%	-2%	-61%	-3%	3%	?	6	-6%
(14) O=S1(=O)c2cccc3cccc(c23)N1Cc1nnc(-c2ccccc2Br)o1
→ 18%	-3%	2%	12%	-23%	16%	-15%	14%	-19	-2%
(15) Cc1ccccc1N(CC(=O)NC(C)(C)C)C(=O)CS(=O)CC(=O)Nc1ccc2c(c1)OCO2 (stereo not drawn)
→ 11%	-3%	-2%	-6%	5%	-9%	.	34%[activator]	9	0%
(16) COc1cccc(CC(=O)Nc2ccc(S(=O)(=O)N3CCCCC3)cc2)c1
→ .	1%	-2%	.	-4%	.	-4%	.	3	-3%
(17) COc1cccc(SCc2noc(C(=O)NCC3CC3)c2C(=O)NCC2CC2)c1
→ .	.	-6%	.	25%	.	-5%	.	.	-1%
(18) COc1ccccc1CN1CCc2c([nH]c3ccccc23)C1
→ 13%	-3%	5%	-3%	-31%	16%	.	20%	-8	0%
(19) O=C(CSc1nc(-c2ccccc2)cs1)NC(=O)NCc1ccco1
→ 7%	4%	-11%	-2%	-33%[inhibitor]	-5%	3%[46.1 µM]	3%	12	-14%
(20) Cc1c(Cl)c(=O)oc2cc(OC(C)C)ccc12
→ -3%	4%	10%	4%	-2%	18%	-12%[46.1 µM]	1%	4	-2%
(21) CC(C)C(=O)NCCSc1c[nH]c2ccccc12
→ 11%	-1%	0%	1%	3%	-7%	-5%	3%	5	-2%
(22) COc1ccc(S(=O)(=O)N2CCCCCC2)cc1C(=O)NCc1cccs1
→ .	6%	2%	3%	?	.	7%	.	11	2%
(23) CC(C)C(NC(=O)OCc1ccccc1)C(=O)NCc1ccc(C(=O)O)cc1 (stereo not drawn)
→ -7%	2%	2%	-4%	?	-2%	4%[46.1 µM]	-8%	1	-12%
(24) N#CCC(=O)N/N=C/c1cn(Cc2ccc(Cl)cc2Cl)c2ccccc12
→ .	6%	-1%	1%	-19%	.	6%	-4%	11	-1%
(25) COc1ccc(/C=C2/C(=O)N(c3ccccc3)N=C2C)cc1Br
→ ?	-5%	-11%	2%	-17%	0%	-2%	-19%	1	-8%
(26) CCOC(=O)C1CSC(CC(=O)Nc2ccc(Cl)cc2)C(=O)N1 (stereo not drawn)
→ 16%	-1%	-3%	-1%	22%	-4%	-16%	2%	-1	-5%
(27) O=C(c1ccc2ccccc2c1)N1CCOCC1
→ .	-12%	6%	-5%	11%	.	-1%	.	14	-10%
(28) Cc1scc(C(=O)O)c1-c1c(C(=O)O)csc1C
→ 2%	6%	0%	-7%	4%	?	-4%[46.1 µM]	7%	-5	0%
(29) CSc1ncccc1C(=O)Nc1ccccc1N1CCOCC1
→ .	9%	-1%	.	-9%	.	3%	.	4	1%
(30) O=C(NCC(=O)N1CCN(c2ccccc2O)CC1)c1ccc(Br)o1
→ .	-4%	1%	5%	-31%	.	3%	.	-6	0%

Some of the entries above in another layout:
no. | Molecule | Menin-MLL TR inh | A-T KAP1 phos | S-ASM inh | Mito fusion act | a7 integrin act | MBNL1-CUG inh | TCR activator | MLL CXXC-DNA inh | TSHR antagonist | TSG101-PTAP inh
18 | COc1ccccc1CN1CCc2c([nH]c3ccccc23)C1 | 13% | -3% | 5% | -3% | -31% | 16% | . | 20% | -8 | 0%
19 | O=C(CSc1nc(-c2ccccc2)cs1)NC(=O)NCc1ccco1 | 7% | 4% | -11% | -2% | -33%[inhibitor] | -5% | 3%[46.1 µM] | 3% | 12 | -14%
20 | Cc1c(Cl)c(=O)oc2cc(OC(C)C)ccc12 | -3% | 4% | 10% | 4% | -2% | 18% | -12%[46.1 µM] | 1% | 4 | -2%
21 | CC(C)C(=O)NCCSc1c[nH]c2ccccc12 | 11% | -1% | 0% | 1% | 3% | -7% | -5% | 3% | 5 | -2%
22 | COc1ccc(S(=O)(=O)N2CCCCCC2)cc1C(=O)NCc1cccs1 | . | 6% | 2% | 3% | ? | . | 7% | . | 11 | 2%
23 | CC(C)C(NC(=O)OCc1ccccc1)C(=O)NCc1ccc(C(=O)O)cc1 (stereo not drawn) | -7% | 2% | 2% | -4% | ? | -2% | 4%[46.1 µM] | -8% | 1 | -12%
24 | N#CCC(=O)N/N=C/c1cn(Cc2ccc(Cl)cc2Cl)c2ccccc12 | . | 6% | -1% | 1% | -19% | . | 6% | -4% | 11 | -1%
25 | COc1ccc(/C=C2/C(=O)N(c3ccccc3)N=C2C)cc1Br | ? | -5% | -11% | 2% | -17% | 0% | -2% | -19% | 1 | -8%

Next part.
Order of results – Menin-MLL TR inh	A-T KAP1 phos	S-ASM inh	Mito fusion act	a7 integrin act	MBNL1-CUG inh	TCR activator	MLL CXXC-DNA inh	TSHR antagonist	TSG101-PTAP inh
(31) COc1ccc(NS(=O)(=O)c2cccc(NC(=O)c3cnccn3)c2)cc1Br
→ ?	4%	-25%	-4%	16%	2%	-1%	17%	-13	1%
(32) O=C(c1cccc(S(=O)(=O)N2CCCC2)c1)c1nnc(-c2ccncc2)o1
→ -4%	4%	0%	-2%	1%	?	6%	-3%	-1	-5%
(33) Cc1ccccc1-c1nnc(SCC(=O)Nc2cccnc2Cl)o1
→ .	1%	4%	.	19%	.	-6%	.	-4	0%
(34) C/C=C/C1=CC(=O)C[C@H](c2ccc(F)cc2)C1
→ .	-2%	0%	0%	11%	.	-3%	.	21	-2%
(35) COc1ccccc1-n1cccc1C=O
→ -12%	0%	6%	-1%	35%	5%	-9%	-11%	6	-6%
(36) CCCc1cc(=O)[nH]c(SCC(=O)NCCCC(=O)OCC)n1
→ -14%	.	3%	5%	14%	-7%	4%	12%	-21	-4%
(37) CCOC(=O)CN(C(=O)CSc1nnc(-c2ccncc2)n1CCCN(C)C)c1ccccc1
→ 15%	2%	3%	-1%	1%	-1%	.	1%	-1	-8%
(38) CC(C)n1ncc2c(C(=O)NCc3cccnc3)cc(C3CC3)nc21
→ .	6%	-4%	0%	15%	.	8%	.	-16	2%
(39) CC(O)C(O)C(O)C(O)/C=N/NC(=O)c1ccccc1 (stereo not drawn)
→ 0%	-5%	10%	2%	-7%	-10%	1%[46.1 µM]	8%	9	0%
(40) CC(=O)Nc1nc(C)c(Oc2ccc(Cl)cc2Cl)c(=O)[nH]1
→ 1%	-5%	2%	5%	3%	0%	0%	-1%	-10	-2%

From PubChem BioAssay
